Screening results deposited in PubChem by several laboratories.
UTI89 phage lysis – inhibition of K1F phage lysis, E. coli UTI89, bacterial capsule biogenesis inhibitors, alamar blue (AID 488966); inhibition, % at 100 µM; hits with a dose series show IC50 in µM; E. coli UTI89 K1F phage lysis, alamar blue, 2 h; higher % means a stronger effect; hit rate 0.02% among 340,000;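 active means phage lysis inhibition, versus mean bacterial control, above a set limit; inconclusive means no clear call, values can overlap the other calls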;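 further: capsule biogenesis inhibitors block K1F phage lysis so surviving cells raise fluorescence; higher fluorescence means more inhibition of phage lysis; actives were called in the ten point dose series up to 300 µM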
Large T inhibition – SV40 large T antigen inhibitors, biochemical (AID 1903); SV40 large T antigen ATPase/helicase inhibition assay; higher % means a stronger effect; one-dose inhibition, % at 20 µM; IC50 in µM for titrated hits; hit rate 0.39% among 310,000; in the data active means a potency from the dose series; inconclusive means inhibition mostly from about 32% at the one dose, without a potency; inactive means the rest, 99 in 100 with inhibition below about 32%; further: strong numbers were not always called active
GPR55 LPI antagonism – GPR55 antagonists blocking LPI-driven arrestin recruitment, primary screen, imaging, U2OS, beta-arrestin-GFP, LPI agonist (AID 2013); inhibition, % at 10 µM; hits with a dose series show IC50 in µM; U2OS GPR55 beta-arrestin-GFP translocation imaging, LPI antagonism; higher % means a stronger effect; hit rate 0.13% among 290,000;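 active means spots per cell inhibited over 60%, with over 100 cells counted and total cytoplasm intensity under 500,000; inconclusive means wells with under 100 cells, flagged as likely toxic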;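 further: U2OS cells stably carrying GPR55 and arrestin-GFP stimulated by 5 µM LPI near EC80; imaged beta-arrestin-GFP aggregate spots per cell after agonist stimulation; plate controls were LPI-stimulated DMSO wells for no effect and DMSO wells without LPI for full effect; some results filed as inactive read as strong as hits; confirmed hits need IC50 under 10 µM and bright autofluorescent wells are also inconclusive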
GPR35 antagonists – GPR35 antagonists blocking zaprinast-driven arrestin recruitment, primary screen, imaging, U2OS, beta-arrestin-GFP, zaprinast agonist (AID 2058) | U2OS GPR35 beta-arrestin-GFP translocation imaging, zaprinast antagonism; higher % means a stronger effect | G-protein coupled receptor 35 (Homo sapiens) | hit rate 0.052% among 290,000 | one-dose inhibition, % at 10 µM; IC50 in µM for titrated hits;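 active means inhibition of at least 50% with at least 30 cells and total cytoplasm GFP at most 10,000,000; inconclusive means under 30 cells or total GFP of 10,000,000 plus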
HIV fusion peptide – inhibitors of HIV fusion peptide binding, primary screen, biochemical, uHTS, fluorescence dequenching (AID 1986) | cell-free peptide binding, fluorescence dequenching, 30 min; higher % means a stronger effect | one-dose inhibition, % at 20 µM; IC50 in µM for titrated hits | hit rate 0.3% among 290,000; in the data active means inhibition mostly above about 52%, no sharp cut-off; inactive means mostly below about 76%; further: some results filed as inactive read as strong as hits
RSV CPE inhibition – RSV antiviral activity via CPE protection, HEp-2 cells, primary 10 µM value included (AID 2391) | HEp-2 cells, RSV-induced CPE inhibition; higher % means a stronger effect | hit rate 0.13% among 310,000 | CPE inhibition, % at 10 µM; hits with a dose series show IC50 in µM; in the data active means a potency from the dose series; inconclusive means CPE inhibition mostly from about 23% at the one dose, without a potency; inactive means the rest, 99 in 100 with CPE inhibition below about 21%; further: strong numbers were not always called active
Dengue-2 NS5 capping – Dengue-2 NS5 methyltransferase inhibitors, primary screen, biochemical, confirmation dose response (AID 588689). inhibition, % at 25 µM; hits with a dose series show IC50 in µM. Dengue-2 NS5 methyltransferase capping enzyme assay, biochemical; higher % means a stronger effect. hit rate 0.3% among 340,000. Genome polyprotein (Dengue virus type 2 (strain 16681-PDK53)); in the data active means a potency from the dose series; inconclusive means inhibition above about 29% without an active follow-up result
PhoP inhibition – inhibitors of PhoP regulon expression, primary screen, Salmonella Typhimurium, GFP reporter (AID 1863). S. Typhimurium PhoP-regulated promoter GFP reporter, 4 h; higher % means a stronger effect. inhibition, % at 50 µM; hits with a dose series show IC50 in µM. hit rate 0.16% among 300,000;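 active means inhibition over 29.93%, a cutoff 3 SD above the screen mean, later confirmed by dose response; inconclusive means inhibition over 29.93% but no dose response follow-up; inactive means inhibition at most 29.93% or unconfirmed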;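 further: 0% = low Mg2+ inducing control and 100% = high Mg2+ repressing control; strong numbers were not always called active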
Rac1 GTP hydrolysis – MgcRacGAP GTPase-activating activity inhibitors, confirmation, biochemical, ADP Hunter fluorescence | hit rate 0.6% among 340,000 | MgcRacGAP-stimulated Rac1 GTP hydrolysis, ADP Hunter fluorescence; higher % means a stronger effect; GST-tagged Rac1 F28L mutant substrate | one-dose inhibition, % at 30 µM; IC50 in µM for titrated hits | Rac GTPase-activating protein 1 (Homo sapiens);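 active means first-screen hits whose inhibition reached a set limit at any dose in the follow-up dose series; inconclusive means inhibition above the set first-screen limit but never retested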;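 further: fluorescence reports GDP produced by GAP-driven GTP hydrolysis; strong numbers were not always called active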
Numbers without * were called inactive; ? = inconclusive; nt = not tested or not shown; [ ] = dose if it differs, or a comment.

structure | UTI89 phage lysis | Large T inhibition | GPR55 LPI antagonism | GPR35 antagonists | HIV fusion peptide | RSV CPE inhibition | Dengue-2 NS5 capping | PhoP inhibition | Rac1 GTP hydrolysis
Cn1c(SCC2CCCO2)nnc1-c1ccncc1 (configuration not stated) | -1.6% | 8.2% | 2.8% | -16.9% | 1.1% | 1.1% | -1.6% | -0.9% | 8.7%
O=C(NCCCN1CCOCC1)c1ccc(CS(=O)(=O)c2cccc(C(F)(F)F)c2)o1 | 1.2% | 1.8% | 7.8% | 8.8% | 1.6% | 1.3% | 1.1% | -19.3% | 2.2%
COc1ccc2nc3oc(C(=O)NC4CCN(Cc5ccccc5)CC4)cc3cc2c1 | 3.4% | 1.5% | 5.8% | -5.4% | 2.6% | 3.0% | -7.7% | 8.3% | 13.2%
COC(=O)CCCN1C(=O)c2cccc3cccc(c23)C1=O | -0.3% | 2.4% | 2.1% | -6.9% | -1.5% | 1.7% | -5.6% | -0.1% | 11.5%
COc1ccc(S(=O)(=O)N/N=C\c2ccccc2F)cc1 | 2.1%[50 µM] | 12.3% | 1.6% | -5.7% | 0.2% | 0.4% | -8.4% | -0.5% | 10.3%
CCn1cc(CN2CCC(C(=O)Nc3cccc(-c4cccc(Cl)c4)c3)CC2)c(C)n1 | 0.4% | 7.1% | 22.2% | 18.0% | -1.6% | -0.9% | -1.3% | 0.2% | 9.5%
Cc1cc(=O)oc2cc(OCC(=O)OCC(=O)NC(=O)NC(C)C)ccc12 | -1.2% | 2.3% | 19.6% | 4.3% | -0.7% | 4.7% | -11.6% | 3.0% | 2.3%
CN(C)C(=O)CSc1cccc2cccnc12 | -0.1% | 31.6% | 16.5% | -3.3% | -1.2% | -0.3% | 4.1% | -9.6% | 21.2%
CCN1C(=O)c2cccc3c(NC(=O)c4ccccc4)ccc1c23 | 0.2% | 5.6% | 3.1% | 9.6% | -0.8% | 0.5% | -6.0% | -3.6% | 9.1%
CCOC(=O)c1ccc(N2C(=O)C3CC=CCC3C2=O)cc1 (configuration not stated) | 0.7% | 3.9% | 8.2% | 10.1% | 2.0% | 1.9% | 0.0% | -8.5% | 3.4%
Cc1cccc(C(=O)N/C(=C\c2ccco2)C(=O)N2CCCCCC2)c1 | -1.3% | 9.9% | -9.5% | 15.0% | -0.8% | 1.4% | -13.2% | 4.0% | 6.0%
COc1ccc(CCNC(=O)c2cc(=O)[nH]c3ccccc23)cc1 | 0.1% | 14.3% | 0.8% | -3.8% | -0.4% | 1.6% | -6.5% | -0.7% | 5.0%
CN1CC2([N+](=O)[O-])CC=C(OCCO)C([N+](=O)[O-])(C1)C2 (configuration not stated) | 5.3% | 8.7% | 10.7% | -7.2% | 0.4% | 1.6% | -4.4% | -4.9% | 5.5%
O=C(NCc1ccco1)c1cc2sccc2n1Cc1ccccc1 | 2.3% | 5.9% | 5.6% | -1.5% | 6.9% | 1.6% | 4.0% | 6.5% | 12.8%
Cc1cc(=O)[nH]c(SCC(=O)Nc2ccc(Cl)cn2)n1 | 0.7% | 9.1% | -5.0% | -2.5% | 3.6% | 2.1% | -1.4% | -5.2% | 5.5%

More entries:
structure | UTI89 phage lysis | Large T inhibition | GPR55 LPI antagonism | GPR35 antagonists | HIV fusion peptide | RSV CPE inhibition | Dengue-2 NS5 capping | PhoP inhibition | Rac1 GTP hydrolysis
CCOCCn1c(C)c(C(=O)OCC)c2cc(O)c3ccccc3c21 | 0.0%[50 µM] | nt | nt | nt | nt | 1.9% | 5.2% | nt | 15.7%
COc1ccc2cc(CCNC(=O)C3CCCC3)c(=O)[nH]c2c1 | 0.0% | -5.6% | 16.7% | -4.4% | -1.6% | -0.1% | -6.2% | 6.5% | -7.3%
CC(C)C(=O)NC(=S)N1CCc2ccccc21 | 1.6% | 9.9% | 7.0% | 24.3% | 0.0% | 0.5% | -1.5% | -0.6% | 14.2%
CCOc1cc(N2CCOCC2)c(OCC)cc1NC(=O)C1=NN(c2cccc(C)c2)C(=O)CC1 | 0.1% | 17.2% | 14.7% | 14.0% | 0.9% | 11.0% | -3.2% | -6.5% | 7.8%
COc1cccc(N2C(=NC(=O)CCc3ccccc3)SC3CS(=O)(=O)CC32)c1 (configuration not stated) | 0.0% | 8.1% | 7.9% | -11.2% | -0.5% | 0.9% | -1.8% | -4.4% | 6.2%
COc1cc(/C=C/c2ccc3cccc(O)c3n2)cc(Br)c1OC | 0.0% | 4.6% | -0.5% | -6.2% | -0.2% | 8.9% | -5.2% | 14.4% | nt
CCn1cc(Br)c(C(=O)Nc2ccc(F)c(Cl)c2)n1 | -0.2% | -4.0% | nt | 0.7% | -0.5% | 3.2% | -2.2% | 7.2% | 7.7%
CCOc1ccc(S(=O)(=O)N2CCN(C(=O)CCC(=O)N3CCOCC3)CC2)cc1 | 1.1%[50 µM] | 36.4% | nt | nt | nt | 0.9% | -12.2% | -0.5% | 4.5%
Cc1ccc(-n2c(SCC(=O)N/N=C/C=C/c3ccccc3[N+](=O)[O-])nc3ccccc3c2=O)cc1 | 3.9% | 2.7% | 5.8% | 0.0% | 0.4% | 3.0% | -0.7% | -0.1% | 5.6%
CCc1cc[n+](-c2nc([O-])sc2C=O)cc1 | -0.4%[50 µM] | 11.6% | 9.6% | -10.9% | 21.9% | 1.8% | ? | -83.9% | 20.4%
CCCCCN(C(=O)NC(=O)Nc1cccc(C)c1C)S(C)(=O)=O | 0.2% | 11.2% | 9.6% | 7.5% | -0.4% | 2.4% | -6.9% | -3.7% | 6.0%
Cc1cccc(N2CCN(c3nnnn3-c3ccccc3)CC2C)c1 (configuration not stated) | 1.4% | -7.3% | -1.6% | -15.9% | -0.8% | ? | -3.7% | 1.3% | 2.2%
Cc1ccccc1-n1c(O)c(C=NC2CCS(=O)(=O)C2)c2ccccc2c1=O (configuration not stated) | 0.7% | 7.8% | -4.4% | -3.7% | -0.4% | nt | 2.3% | -4.0% | 9.5%
CCc1ccc(-c2cc(C)no2)cc1S(=O)(=O)N1CCCN(Cc2ccc(F)cc2)C1 | 0.3% | 9.5% | 4.1% | 14.2% | -0.5% | 21.4% | -5.2% | -7.1% | 4.3%
O=C(Nc1ccncc1)Nc1ccc(Cl)cc1Cl | 0.9% | -7.6% | 6.1% | -7.5% | -1.0% | 4.4% | 1.9% | 12.4% | 7.7%

Retrieved by compound from above, two records:
structure | UTI89 phage lysis | Large T inhibition | GPR55 LPI antagonism | GPR35 antagonists | HIV fusion peptide | RSV CPE inhibition | Dengue-2 NS5 capping | PhoP inhibition | Rac1 GTP hydrolysis
COc1cccc(N2C(=NC(=O)CCc3ccccc3)SC3CS(=O)(=O)CC32)c1 (configuration not stated) | 0.0% | 8.1% | 7.9% | -11.2% | -0.5% | 0.9% | -1.8% | -4.4% | 6.2%
COc1ccc2cc(CCNC(=O)C3CCCC3)c(=O)[nH]c2c1 | 0.0% | -5.6% | 16.7% | -4.4% | -1.6% | -0.1% | -6.2% | 6.5% | -7.3%

Continuation:
Second line of a record – UTI89 phage lysis	Large T inhibition	GPR55 LPI antagonism	GPR35 antagonists	HIV fusion peptide	RSV CPE inhibition	Dengue-2 NS5 capping	PhoP inhibition	Rac1 GTP hydrolysis
CCOc1ccc(C(=O)N2CCCC2C(=O)O)cc1 (configuration not stated)
    0.3%[50 µM]	5.2%	-4.8%	4.3%	-3.1%	0.0%	-5.4%	18.5%	-3.9%
O=C(NCCc1ccccc1)C1CC(=O)N(c2ccc3c(c2)OCCO3)C1 (configuration not stated)
    0.2%[50 µM]	-1.0%	nt	nt	nt	0.0%	-3.6%	-9.1%	6.3%
COc1ccccc1CNC(=O)CN1CCC(n2cnc3cc(F)ccc32)CC1
    0.0%	-10.4%	12.5%	-1.8%	-1.5%	1.4%	-5.3%	11.6%	9.2%
Cn1c(=O)n(CC(=O)NCC2CCCO2)c(=O)c2c3c(sc21)COC(C)(C)C3 (configuration not stated)
    -0.2%	16.3%	3.6%	14.2%	1.7%	0.7%	-1.8%	-15.4%	2.4%
Cc1cccn2c(=O)c(C=NCCO)c(NCc3ccco3)nc12
    0.0%	11.1%	14.5%	4.6%	1.7%	5.2%	4.8%	-5.6%	9.4%
CCc1ccc(CNC(=O)c2ccc(OC3CCN(C(=O)COC)CC3)cc2)nc1
    0.1%	6.6%	3.3%	3.8%	0.1%	0.8%	-1.0%	0.9%	8.8%
CCOC(=O)c1ccc(CSC(=N)N)o1
    0.2%	22.3%	7.3%	0.2%	-0.6%	-1.2%	-3.9%	-12.7%	2.4%
O=S(=O)(Nc1ccccc1O)c1ccc(Cl)nc1
    0.2%	25.8%	14.1%	10.3%	-0.2%	0.3%	-4.7%	-5.4%	11.6%
Cn1cccc1/C=C1\SC(=Nc2ccccc2)NC1=O
    -1.4%	5.5%	-17.1%	9.3%	-1.1%	-0.1%	2.3%	-3.2%	6.0%
CC1CCCN(C(=O)CNC(=O)c2ccco2)C1 (configuration not stated)
    -0.6%[50 µM]	17.3%	-9.5%	0.7%	0.2%	-0.4%	16.4%	2.4%	1.3%
Cc1ccc2nc(NCCC(=O)O)nc(-c3ccccc3)c2c1
    0.0%	9.2%	1.8%	15.6%	3.7%	-0.3%	0.0%	1.9%	-4.2%
Cc1ccccc1C(=O)c1cccn1CC(=O)NCCCc1ccccc1
    0.2%	13.5%	6.7%	-11.9%	0.6%	0.2%	0.0%	-5.0%	3.6%
CCCSc1nnc(CSc2nc3ccccc3s2)n1-c1ccccc1
    1.5%	-2.6%	-7.3%	8.0%	0.5%	3.2%	1.4%	-7.3%	11.7%
CN1CCC(=O)N(CCSc2ccccc2)CC1
    1.3%	8.6%	-4.5%	-6.9%	0.4%	3.0%	-4.4%	-0.6%	7.3%
COc1ccc(CCC(=O)N(C)CC(=O)Nc2cc(C)ccc2C)cc1
    0.2%	12.9%	1.0%	-7.5%	-0.7%	0.9%	-13.3%	2.7%	6.3%
CCOc1ccc(N(CC(=O)N2CCCCCC2)S(=O)(=O)c2ccc(C)cc2)cc1
    0.3%	7.8%	4.0%	7.8%	-1.3%	1.5%	-8.0%	8.3%	2.0%
